Screening data from PubChem.
ERK EGF block: qHTS Assay for Inhibitors of the ERK Signaling Pathway using a Homogeneous Screening Assay; Stimulation with EGF; HEK293-V1b, EGF-stimulated phospho-ERK AlphaScreen; Potency, µM (top dose mostly 11.5 µM), without a hit: top-dose activity change, negative = inhibition, most hits filed as inhibitors; actives 0.41% (n = 130,000); AID 1454, 2008; active means well fitted inhibition curve with a large enough effect; inconclusive means small, poorly fitted or top-dose-only effect, or effect the other way;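 further: plate controls were stimulated vehicle wells for no effect and unstimulated vehicle basal for full effect; nearly all actives have a fitted effect of over 55% in size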
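In this qHTS, HEK293 cells with stable type-1 vasopressin (V1b) receptor were exposed to compound at 37C for 30 min, stimulated 5 min with EGF at 25 nM, lysed, and probed for phospho-ERK by AlphaScreen.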
* = called active by the depositor; ? = inconclusive; [ ] = another dose, or the depositor's remark. Potency means the concentration at half of the fitted maximal effect. Some of the compounds tested (hit frequency here may not be typical).

SMILES | ERK EGF block
O=C(Nc1ccc2c(c1)CCC2)C1CCCO1 (configuration not stated) | 0%
CC1CCN(CC(O)COC2CC(C)CCC2C(C)C)CC1 (configuration not stated) | -7%
NC1=NN(c2cccc(C(=O)O)c2)C(=O)C1 | 0%
O=C(CS(=O)c1ccc(F)cc1)Nc1ccccc1Cl (configuration not stated) | -4%
O=C(CNC(=O)c1ccccc1)OC1CCCCC1 | -3%
Cc1nc(NC(=O)CCl)sc1C(=O)N(C)C | -2%
CC(C)COc1ccc(C(=O)N/C(=C/c2cccc([N+](=O)[O-])c2)C(=O)O)cc1 | ?
COc1cc(C(O)P(=O)(OCC(C)C)c2ccc(N(C)C)cc2)cc(OC)c1OC (configuration not stated) | -9%[57.5 µM]
COc1ccc2nc(NCCCO)[nH]c2c1 | 7%
CCOC(=O)C1=C(C)NC(C)=C(C(=O)OC)C1c1cccc([N+](=O)[O-])c1 (configuration not stated) | ?
CN(C[C@H](c1ccccc1)N(C[C@H](Cc1ccccc1)N(CCc1ccccc1)N=O)N=O)N=O | -1%[57.5 µM]
C=CCNC(=S)Nc1c(C(=O)OC)[nH]c2cc(OC)ccc12 | -7%[57.5 µM]
COc1ccc(/C(C)=N\Nc2nc(-c3ccc(Cl)cc3)cc(C(F)(F)F)n2)cc1OC | -7%
CCOc1ccc(N(CC(=O)Nc2ccc(OC)cc2)S(=O)(=O)c2c(C)[nH]c(=O)[nH]c2=O)cc1 | -2%
Cc1nonc1NC(=O)CSc1nc(C23CC4CC(CC(C4)C2)C3)nc2ccccc12 | -9%[57.5 µM]

Pulled by structure from the entries so far:
SMILES | ERK EGF block
COc1ccc2nc(NCCCO)[nH]c2c1 | 7%
NC1=NN(c2cccc(C(=O)O)c2)C(=O)C1 | 0%
C=CCNC(=S)Nc1c(C(=O)OC)[nH]c2cc(OC)ccc12 | -7%[57.5 µM]
O=C(CNC(=O)c1ccccc1)OC1CCCCC1 | -3%

The listing picks up; the 2 compounds before the break are reprinted first.
SMILES | ERK EGF block
CCOc1ccc(N(CC(=O)Nc2ccc(OC)cc2)S(=O)(=O)c2c(C)[nH]c(=O)[nH]c2=O)cc1 | -2%
Cc1nonc1NC(=O)CSc1nc(C23CC4CC(CC(C4)C2)C3)nc2ccccc12 | -9%[57.5 µM]
O=C(NCC(O)c1ccc([N+](=O)[O-])cc1)C1CCCCC1 (configuration not stated) | 2%
COc1ccc(/C=N/OCC(=O)Nc2nc3ccccc3s2)cc1OC | 6%
CN(C)c1ncccc1-c1nc2ccccc2s1 | -7%
Oc1ccc2c(ccc3[nH]cnc32)c1 | -3%[57.5 µM]
COc1ccc(C(=O)O)c(O)c1OC | 11%
CCN1CCN(C(c2cccs2)C(C)NC(=S)NC2CCCCC2)CC1 (configuration not stated) | 1%[57.5 µM]
CCN1C(=O)C(CC(=O)Nc2c(C)cccc2C)SC1=Nc1ccc(S(N)(=O)=O)cc1 (configuration not stated) | -6%
O=C(/C(=C/O)N=Nc1ccccc1)c1cccs1 | ?
CC(=O)Nc1ccc(C(=O)NCC(=O)OCc2c(F)cccc2Cl)cc1 | 0%
Nc1nccc(/C=C/c2c(Cl)cccc2Cl)n1 | 0%[57.5 µM]
O=c1c2ccccc2nnn1CSc1ccccc1F | 8%
COC(=O)CC1C(C)(C)C2(O)OC34CC2C(=O)[C@@]1(C)C3CC[C@]1(C)C4=CC(=O)OC1c1ccoc1 (some centres not stated) | 8%
O=[N+]([O-])c1ccc2c(c1)C(O)n1nc(-c3ccccc3)nc1S2 (configuration not stated) | 2%[57.5 µM]
CC(C)(C)c1ccc(S(=O)(=O)N2CCCC2C(=O)N2CCOCC2)cc1 (configuration not stated) | -7%
COCCNS(=O)(=O)c1ccc(-c2ccc(Cl)cc2)cc1 | -9%
CCN(CC)S(=O)(=O)c1ccc(C(=O)OCC(=O)NCc2ccco2)cc1 | 0%
CC1CCCN(C(=O)CN2CCC(c3nc4ccc(Cl)cc4[nH]3)CC2)C1 (configuration not stated) | -17%[57.5 µM]
CN1C(=O)/C(=C/c2ccco2)SC1=Nc1ccc(N2CCOCC2)cc1 | ?
Cc1nc([N+](=O)[O-])c(Br)n1Cc1ccc(Cl)c(Cl)c1 | -4%
O=c1c2c([nH]n1-c1ccccc1)CCCC2 | -3%
c1csc(C2=NNC(=NC3CCCCC3)SC2)c1 | -5%
COc1cc(/C=N/NC(=O)C(=O)NCC2CCCO2)ccc1O (configuration not stated) | 3%
CN(c1ccccc1)c1ccc(/C=N/N2CCOCC2)cc1 | 2%
C[C@H]1O[C@H](O[C@H]2[C@H](O)[C@@H](O)[C@@H](O[C@H]3[C@H](O)[C@@H](O)C(O)O[C@@H]3CO)O[C@@H]2CO)[C@H](O)[C@@H](O)[C@@H]1N[C@H]1C=C(CO)[C@@H](O)[C@H](O)[C@H]1O (some centres not stated) | 3%[57.5 µM]
O=C(COC(=O)c1ccc(Cl)nc1)Nc1ncc(Cl)cc1Cl | -3%
CCC(C)(C)NC(=O)C(c1cccnc1)N(C(=O)c1csnn1)c1ccc(C)cc1 (configuration not stated) | ?
CC(=O)Nc1ccc(N=Cc2ccc(OCc3ccccc3)cc2)cc1 | 0%
CSc1ncccc1C(=O)N1CCCC(CCC(=O)NCc2ccccc2F)C1 (configuration not stated) | -15%
CC1CCN(C(=O)COC(=O)c2ccc3c(c2)OCO3)CC1 | 7%
CCCCCCCC1CC(/C(C)=N/NC(N)=O)OC1=O (configuration not stated) | 8%
Cc1nn2c(NCc3cccnc3)c3c(nc2c1-c1ccccc1)CCC3 | 7%[57.5 µM]
COC(=O)C(=Cc1ccc(-c2ccsc2C(=O)OC)o1)C(=O)OC | -10%[57.5 µM]
COC(CN1C(=O)C(=O)/C(=C(/O)c2ccccc2)C1c1ccccn1)OC (configuration not stated) | -2%
O=C(CSc1ccc2c(c1)OCCO2)NC(=O)Cc1ccccc1 | 7%
Cc1cccc(C(=O)N/C(=C\c2ccc(C)o2)C(=O)O)c1 | 10%[57.5 µM]
COc1ccc(/C=C2\C(=O)c3ccccc3OC2c2ccccc2)cc1 (configuration not stated) | -7%[57.5 µM]
Cn1nc(C(C)(C)C)c([N+](=O)[O-])c1C(=O)Nc1ccccc1 | 13%
CCCCN1C=CC(=C2N=c3cccc([N+](=O)[O-])c3=N2)C=C1 | 5%
Cc1ccc(-n2nc(C)c(NC(=O)CCl)c2C)cc1 | -7%
OC1(C#CCN2CCOCC2)CCCCC1 | -3%
COC(=O)C[n+]1cccc2ccccc21 | 4%
Cc1cc(C)c2c(C)c(C(=O)Nc3c(C)n(C)n(-c4ccccc4)c3=O)oc2c1 | 10%
O=C(C1CCN(S(=O)(=O)c2ccc(Br)s2)CC1)N1CCN(C2CCCCC2)CC1 | -5%
CC1CC(C)CN(S(=O)(=O)c2ccc(NN)nc2)C1 (configuration not stated) | -1%[57.5 µM]
Cc1cc(-n2cnc3c(=O)[nH]cnc32)ccc1N | -6%[57.5 µM]

Taken from above.
`Cc1cc(C)c2c(C)c(C(=O)Nc3c(C)n(C)n(-c4ccccc4)c3=O)oc2c1` in ERK EGF block: 10%
`Cc1nn2c(NCc3cccnc3)c3c(nc2c1-c1ccccc1)CCC3` in ERK EGF block: 7%[57.5 µM]
`COc1ccc(/C=C2\C(=O)c3ccccc3OC2c2ccccc2)cc1` (configuration not stated) in ERK EGF block: -7%[57.5 µM]
`Cc1ccc(-n2nc(C)c(NC(=O)CCl)c2C)cc1` in ERK EGF block: -7%
`COC(=O)C[n+]1cccc2ccccc21` in ERK EGF block: 4%
`CC1CC(C)CN(S(=O)(=O)c2ccc(NN)nc2)C1` (configuration not stated) in ERK EGF block: -1%[57.5 µM]

Remaining list, next part.
SMILES | ERK EGF block
COC(=O)C(CSCc1ccccc1)NC(=O)CSc1nc(N)cc(=O)[nH]1 (configuration not stated) | -3%[57.5 µM]
Cc1ccc2cc(C3CC(c4ccco4)=NN3C(=O)CCC(=O)O)c(Cl)nc2c1 (configuration not stated) | -5%
O=C(CSc1ccc(-c2ccccc2)nn1)NCC1CCCO1 (configuration not stated) | -3%
COc1ccc(/C=N/NC(=O)c2ccc(COc3cccc4cccnc34)cc2)cc1OC | ?
CCn1cc(CNCc2cn(-c3ccccc3C)nc2-c2ccc(OC)c(F)c2)cn1 | ?
O=C(CSc1nc(-c2ccco2)cc(C(F)(F)F)n1)N1CCN(c2cccc(Cl)c2)CC1 | 4%
O=C(NCc1nnc2c3ccccc3c(-c3ccccc3)nn12)c1ccc(Cl)cc1 | -4%
COC(=O)c1ccc(C(NC(=O)OCc2ccccc2)/C(I)=C/[C@@H](C)C(=O)NCC2CC2)cc1 (some centres not stated) | 2%
Nc1nc[nH]c(=O)c1N=Cc1ccccc1 | -13%[57.5 µM]
COc1ccc(Oc2nnnn2-c2ccccc2)cc1 | 6%
O=C(NNc1cccc(Cl)n1)c1ccc(Cl)nc1 | 2%
CCCCN(CCCC)/C(N)=N/c1nc(C)cc(C)n1 | -5%
CC(C)(C)NC(=O)CSc1nncn1NCc1c(Cl)cccc1Cl | 10%
Cc1cccc(CCNC(=O)C2CCC(CNS(=O)(=O)c3cccs3)CC2)c1 (configuration not stated) | -8%[57.5 µM]
CC(C)c1ccc(NC(=O)COc2ccc(F)cc2C(=O)c2cnn(-c3ccccc3)c2)cc1 | 20%

3 compounds out of the list above, ordered by their value in ERK EGF block, highest first.
SMILES | ERK EGF block
O=C(CSc1nc(-c2ccco2)cc(C(F)(F)F)n1)N1CCN(c2cccc(Cl)c2)CC1 | 4%
COc1cc(/C=N/NC(=O)C(=O)NCC2CCCO2)ccc1O (configuration not stated) | 3%
O=C(CNC(=O)c1ccccc1)OC1CCCCC1 | -3%

(further entries)
SMILES | ERK EGF block
CC(C)Oc1ccc(C2CC(=O)N(Nc3ccc([N+](=O)[O-])cc3[N+](=O)[O-])C2=O)cc1 (configuration not stated) | -16%[57.5 µM]
CCN1CCN(C(c2cccc(OC)c2)c2sc3nc(C)nn3c2O)CC1 (configuration not stated) | -12%
C=CCn1c(CCSCc2ccc(OC)c(C)c2)n[nH]c1=S | -7%
CCCCC(O)(CCCC)C(=O)NN(C(=O)OC)c1ccccc1 | 6%
Cc1nc(Nc2ccccc2Cl)sc1C(=O)Nc1ccccc1 | 4%
O=C(c1ccccc1NS(=O)(=O)c1ccc(Cl)cc1)N1CCc2ccccc21 | 6%
O=C(CS(=O)(=O)c1ccccc1)Nc1ccc(S(=O)(=O)Nc2ccccn2)cc1 | 2%
CCN(CC)C(=O)c1sc(NC(=O)c2ccco2)c(C#N)c1C | -5%
CC(C)(C)NC(=O)C(=O)NNC(=O)c1cccc([N+](=O)[O-])c1 | -2%
Cc1ccc(S(=O)(=O)N2CCCCC2)cc1NC(=O)CSc1nnnn1C | 1%[57.5 µM]
N#Cc1ccc(CSc2nnc(-c3cccnc3)o2)cc1 | 2%
Cn1c(=O)c2c(nc(N/N=C/c3cccnc3)n2Cc2ccc(F)cc2)n(C)c1=O | 3%[57.5 µM]
Cc1ccc(S(=O)(=O)N2CCOCC2)cc1NC(=O)CSc1nnc2cc(C)c3ccccc3n12 | -4%
COc1ccc(/C(N)=N/OC(=O)N2CCOCC2)cc1 | -9%
COc1ccc(C2CC(c3cccs3)=NN2C(=O)CN2CCCCC2)cc1 (configuration not stated) | -11%
Cc1ccccc1Nc1nnc(SCC(=O)NC(=O)Nc2ccc3c(c2)OCCO3)s1 | 7%
Cc1nn(C)c(Cl)c1C(N)=O | -6%
COc1ccc(CC(=O)N2CCCC(CNC(=O)c3ccccc3Cl)C2)cc1 (configuration not stated) | 34%
CCN(Cc1ccncc1)C(=O)CCc1nnc(CCc2ccc(OC)cc2)o1 | -3%
O=C(CCN1CCN(C(c2ccccc2)c2ccccc2)CC1)N/N=C/c1ccc(O)cc1O | 2%
Cc1nnsc1C(=O)Nc1cccc(Cl)c1Cl | 0%
COc1ccccc1NC(=O)C(=O)N/N=C/c1ccc([N+](=O)[O-])s1 | -1%
CC1SC(c2ccc(F)cc2)NC1=O (configuration not stated) | 0%
CC(C)CNC(=O)CC1Nc2ccccc2NC1=O (configuration not stated) | -14%
CCC(C(=O)O)n1nc(-c2ccccc2)c2cc(Cl)ccc21 (configuration not stated) | -1%
C#CCNC(=O)C1=C[C@@H](C2CCCCC2)C[C@@H](OCc2ccc(CO)cc2)O1 | -13%[57.5 µM]
CC(=O)c1ccc(NC(=S)N2CCCCCC2)cc1 | -3%
Cc1cccc(C(=O)NC(C(=O)Nc2nc(-c3ccccn3)cs2)C(C)C)c1 (configuration not stated) | 2%
O=C(OCC1CCCN2CCCCC12)c1ccc2c(c1)OCO2 (configuration not stated) | -12%[57.5 µM]
Cc1[nH]c2ccccc2c1CCNC(=O)CCC(=O)c1ccccc1 | -1%
Cc1cc(/C=C(\C#N)C(=O)NCc2ccco2)c(C)n1-c1cccnc1 | 2%[57.5 µM]
Cn1c(-c2ccccc2)cnc1SCC(=O)N1CCCc2ccccc21 | 4%
O=C(CN(c1ccccc1)S(=O)(=O)c1ccccc1)N1CCOCC1 | -5%
Cc1cccc(Cc2nnc(CCC(=O)N(CC3CC3)CC3CCCO3)o2)c1 (configuration not stated) | -1%
Cc1ccc2c(c1)C1CN(C)CCC1N2C(=S)Nc1ccc(OC(F)F)cc1 (configuration not stated) | -33%
COC(=O)c1nc[nH]c1C(=O)OC | -1%[57.5 µM]
CC1=CC2=NC(=O)/C(=C\c3cccn3CCOc3cccc(C)c3)C(=N)N2O1 | 2%
